# JMJD2A Tudor inh – qHTS Assay for Inhibitors of JMJD2A-Tudor Domain. Lysine-specific demethylase 4A (Homo sapiens), O75164. AlphaScreen JMJD2A-Tudor / H3K4me3 peptide binding. Potency, µM (highest dose often 114 µM), without a hit: at the highest dose activity change, negative = inhibition, most hits filed as inhibitors. 4.4% of 390,000 active. AID 504339, 2011; further: on the % scale 0 is the no-effect control and ±100 the full control effect; nearly all actives have a fitted effect of over 50% in size
# HP1b chromo inh – HTS for Inhibitors of HP1-beta Chromodomain Interactions with Methylated Histone Tails; 0.56% of 390,000 active; Potency, µM (doses to about 114 µM), for the others: at the top dose activity change, negative = inhibition, usual class: inhibitors; AlphaScreen HP1-beta / biotin-H3K9me3 peptide binding; further: nearly all actives have a fitted effect of over 70% in size; inactives centre near 23
# Target sequence (P83916 whole entry, looked up): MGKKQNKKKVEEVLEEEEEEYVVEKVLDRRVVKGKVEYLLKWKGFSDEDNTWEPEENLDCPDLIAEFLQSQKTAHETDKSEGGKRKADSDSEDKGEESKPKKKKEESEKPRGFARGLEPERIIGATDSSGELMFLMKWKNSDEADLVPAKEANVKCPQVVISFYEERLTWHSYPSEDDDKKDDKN
#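 Compound inhibition of the preformed complex between 50 nM HP1-beta and 50 nM biotinylated H3K9me3 peptide was read by AlphaScreen. Buffer was PBS pH 7.4 with 0.01% Tween-20. Incubations ran 30 min at room temperature, with 10 ug/mL donor/acceptor beads.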
# PGK inhibitor – qHTS Assay to Find Inhibitors of Phosphoglycerate Kinase; Potency, µM (highest dose often 57.5 µM), without a hit: at the highest dose activity change, negative = inhibition, most hits filed as inhibitors; 0.043% of 380,000 active; PGK/GAPDH coupled, Kinase-Glo luminescence, 60 min; Phosphoglycerate kinase, glycosomal (Trypanosoma brucei brucei), P07378; further: on the % scale 0 is the no-effect control and ±100 the full control effect; nearly all actives have a fitted effect of over 60% in size
#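 Recombinant glycosomal PGK reaction used 1,3-bisphosphoglycerate generated in-well by GAPDH (100nM final) in 100mM TEA pH 7.6, 5mM MgCl2, 0.01% Tween-20. After 60 minutes at room temperature, ATP was read by Kinase-Glo Plus luminescence end-point.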
# 12-LOX inh – Primary qHTS assay for inhibitors of human arachidonate 12S-lipoxygenase (ALOX12): Round 2; Polyunsaturated fatty acid lipoxygenase ALOX12 (Homo sapiens), P18054; purified 12hLO, xylenol orange hydroperoxide absorbance; Potency, µM (titrated, usually from 108 µM), without a hit: at the highest dose activity change, negative = inhibition, most hits filed as inhibitors; 1.1% of 580,000 active; further: on the % scale 0 is the no-effect control and ±100 the full control effect
#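 Purified human 12hLO at 150 nM in 25 mM Hepes, 0.01% Triton X-100, pH 7.0, preincubated 15 min at room temperature with compound. Reaction started with 40 uM arachidonic acid, 30 min at room temperature. Hydroperoxide measured by Fe-xylenol orange, 573/405 nm absorbance ratio.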
# GLS inh – qHTS for Inhibitors of Glutaminase (GLS) | GLS enzymatic activity, qHTS titration | Potency, µM (top dose mostly 45.5 µM), for inactives: at the top dose activity change, negative = inhibition, actives largely listed as inhibitors | 0.21% of 410,000 active | Glutaminase kidney isoform, mitochondrial (Homo sapiens), O94925; further: on the % scale 0 is the no-effect control and ±100 the full control effect
# Target sequence (O94925 whole entry, looked up, canonical isoform): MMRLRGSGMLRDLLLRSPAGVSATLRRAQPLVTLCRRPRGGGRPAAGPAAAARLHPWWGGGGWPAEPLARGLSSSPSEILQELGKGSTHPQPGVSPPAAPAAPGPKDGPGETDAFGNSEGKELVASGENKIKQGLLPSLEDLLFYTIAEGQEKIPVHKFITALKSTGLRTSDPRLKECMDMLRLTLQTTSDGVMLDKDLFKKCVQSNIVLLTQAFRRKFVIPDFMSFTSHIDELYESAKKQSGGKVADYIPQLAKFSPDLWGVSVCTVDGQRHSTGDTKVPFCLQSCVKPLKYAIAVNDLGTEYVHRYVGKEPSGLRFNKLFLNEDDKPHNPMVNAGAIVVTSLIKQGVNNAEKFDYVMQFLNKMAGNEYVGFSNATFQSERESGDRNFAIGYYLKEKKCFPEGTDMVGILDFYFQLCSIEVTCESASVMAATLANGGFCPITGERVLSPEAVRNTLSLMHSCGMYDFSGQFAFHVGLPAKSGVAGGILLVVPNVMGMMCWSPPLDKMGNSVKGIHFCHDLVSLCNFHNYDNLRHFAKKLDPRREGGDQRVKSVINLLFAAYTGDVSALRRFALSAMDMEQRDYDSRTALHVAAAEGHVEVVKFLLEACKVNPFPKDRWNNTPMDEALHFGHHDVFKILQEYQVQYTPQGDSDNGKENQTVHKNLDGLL
#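 Two-point fluorescence kinetic (t0, 30 min RT) for hKGA; glutamate detected via glutamate oxidase–HRP–Amplex Red. Substrate: 1 mM L-glutamine solution; buffer 45 mM KH2PO4, pH 8.2.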
# TrxR1 inh – qHTS Assay for Inhibitors of Mammalian Selenoprotein Thioredoxin Reductase 1 (TrxR1): qHTS; Potency, µM (titrated, usually from 114 µM), for inactives: top-dose activity change, negative = inhibition, usual class: inhibitors; 1% of 390,000 active; AID 588453, 2011; recombinant rTrxR1, NADPH fluorescence consumption, selenite substrate; further: on the % scale 0 is the no-effect control and ±100 the full control effect; nearly all actives have a fitted effect of over 65% in size
#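 Rat TrxR1 (90 nM in the dispensed reagent) was pre-reduced with 400 uM NADPH for 5 min at room temperature, then incubated with compound for 15 min. After 400 uM selenite was added, NADPH fluorescence (Ex 340/Em 450 nm) was followed for 8 min.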
# ERG Ets-DNA blk – qHTS for Small Molecule Inhibitors of the ERG Ets/DNA interaction; Transcriptional regulator ERG (Homo sapiens), P11308; fluorescence polarization, His-ERG Ets domain / labelled DNA; Potency, µM (highest dose often 76.9 µM), inactives show at the top dose FP activity, negative = inhibition, usual class: inhibitors; 0.028% of 370,000 active; AID 624246, 2012; active means well fitted inhibition curve with a large enough effect in the polarisation, with a control signal flat; inconclusive means small, poorly fitted or top-dose-only effect, or effect the other way, or a change in a side signal; inactive means no such curve, though single readings can be large or run the other way; the % refers to the polarisation;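 further: polarization taken with two DNA probes labelled with fluorescein and Texas red; % of control where 0% means no effect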
#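 His-tagged ERG Ets domain (1 uM in the protein solution; 300mM KCl, 50mM Tris-HCl, 1mM EDTA, 1mM DTT, pH 7.5) received compound, then a probe mix of 5 nM fluorescein-DNA and 100nM Texas-615-DNA. Fluorescence polarization was read for both dyes.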
# Pin1 inh – qHTS Assay to Find Inhibitors of Pin1; Peptidyl-prolyl cis-trans isomerase NIMA-interacting 1 (Homo sapiens), Q13526; Pin1 FP peptide displacement, HiFluor488, 10 min; Potency, µM (titrated, usually from 115 µM), for the others: at the highest dose activity, negative = inhibition, most hits filed as inhibitors; 0.009% of 390,000 active; active means well fitted inhibition curve with a large enough effect in the polarisation, with a control signal flat, not every such curve was filed as active; inconclusive means small, poorly fitted or top-dose-only effect, or effect the other way, or a change in a side signal; inactive means no such curve, though single readings can be large or run the other way; the % refers to the polarisation; further: on the % scale 0 is the no-effect control and ±100 the full control effect
# Target sequence (Q13526 whole entry, looked up): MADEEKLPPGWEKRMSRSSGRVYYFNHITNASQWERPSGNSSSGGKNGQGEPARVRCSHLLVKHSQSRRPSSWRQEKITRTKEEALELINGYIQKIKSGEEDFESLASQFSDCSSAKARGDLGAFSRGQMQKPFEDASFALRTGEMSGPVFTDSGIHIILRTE
# RGS4 inhibitor – Inhibitors of Regulator of G Protein Signaling (RGS) 4: qHTS. Transcreener GDP fluorescence polarization, RGS4-accelerated GTP hydrolysis. Potency, µM (highest dose often 114 µM), for inactives: top-dose activity change, negative = inhibition, hits mostly inhibitors. 0.039% of 390,000 active. AID 504845, 2011; further: on the % scale 0 is the no-effect control and ±100 the full control effect; nearly all actives have a fitted effect of over 75% in size; some results filed as inactive show a strong effect at the top dose
#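 MLSMR compounds (23 nl, pin-transferred) preincubated 10 min at room temperature with a 500nM (2x) first reagent, then RGS4 at 900nM (2x) plus Transcreener GDP mix added; fluorescence polarization (620/688 nm) read before and after 90 min at 30 °C.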
# * marks the source's active call; other numbers are inactive results; i = inactive; ? = inconclusive; . = no result given; [ ] = another dose, or the depositor's remark. Unless noted, the call rests on the fitted dose curve; in most records, active means well fitted curve in the direction sought with a large enough effect; inconclusive means small, poorly fitted or top-dose-only effect, or another doubt; inactive means no such curve, though single readings can be large; an effect the other way counts as inactive or inconclusive. Potency means the concentration at half of the fitted maximal effect.
SMILES,JMJD2A Tudor inh,HP1b chromo inh,PGK inhibitor,12-LOX inh,GLS inh,TrxR1 inh,ERG Ets-DNA blk,Pin1 inh,RGS4 inhibitor
O=C(CSC1=NCCS1)N1CCc2ccccc21,15%,21%,-4%,11%,-1%,-4%,-2%,-1%,-30%
COc1ccccc1NCN1C(=O)CCC1=O,-26%,17%,-7%,6%,18%,6%,15%,0%,-5%
COc1ccccc1C1NC(c2ccccc2OC)C(C)C(=O)C1C (stereo unspecified),-2%,32%,i,0%,2%,24%,-4%,-10%,6%
CC1CCc2cccc3c2N1c1cc(C#N)c(C#N)cc1O3 (stereo unspecified),65%[activator],138%[activator],-13%,-1%,8%,11%,-2%,?,27%
O=C1CC(c2ccccc2)CN1Cc1ccccc1 (stereo unspecified),-23%,12%,-4%,?,2%,9%,-5%,8%,-14%
O=C(NCC1CCCO1)c1sc2cc(Cl)ccc2c1Cl (stereo unspecified),11%,22%,-3%,-13%,5%,6%[57.1 µM],-1%,1%,12%
Cc1cc(C)c2nc(SCC(=O)Nc3cc(C)on3)c(C#N)cc2c1,-9%,5%,-5%,-14%,8%,25%,-2%,38%[activator],28%
CC(=O)Nc1ccc2nc(NC(=O)COc3cccc(C)c3)sc2c1,-20%,1%,-5%,-15%,0%,10%[57.1 µM],13%,0%,-31%
CC(C)OCCCNc1ncc2c(n1)CC(c1ccc(N(C)C)cc1)CC2=O (stereo unspecified),?,-9%,-3%,0%,27%,4%,-2%,2%,6%
CNC(=O)c1nnc(Cc2ccc(F)cc2)o1,-21%,16%,-9%,4%,-6%,18%,-10%,7%,-1%
COc1ccc(N2C(=O)CC(N3CCN(S(=O)(=O)c4ccc(Cl)cc4)CC3)C2=O)cc1 (stereo unspecified),-30%,-26%,-3%,?,0%,22%[57.1 µM],-1%,-3%,-9%
CCN1CCN(c2ccc(S(=O)(=O)N3CCCCC3)cc2NC(=O)Cc2c(F)cccc2Cl)CC1,-23%,-2%,8%,0%,-10%,-3%,-7%,6%,23%
O=C(CN1CCN(c2ccccc2O)CC1)NCCCc1ccccc1,-17%,11%,9%,0%,5µM*,11%,-5%,4%,1%
CC(C)CCNC(=O)C(C)N(Cc1ccc(F)cc1)C(=O)c1ccc(CN2CCOCC2)o1 (stereo unspecified),-12%,32%,i,-2%,5%,10%[57.1 µM],1%,5%,3%
Cc1ccc(S(=O)(=O)NC(CC(=O)N2CCOCC2)c2ccco2)cc1 (stereo unspecified),-28%[11.4 µM],-1%,-5%,144%[activator],-1%,-8%[57.1 µM],2%,-5%,-10%[11.4 µM]
O=C(O)C1CCN(S(=O)(=O)c2ccc(N3CCC(O)CC3)c([N+](=O)[O-])c2)CC1,-12%,2%,-7%,8%,4%,-6%,3%,-8%,-4%
O=C1CC(c2ccc(F)cc2)C2=C(CCCC2=O)N1 (stereo unspecified),-16%,11%,-3%,0%,-3%,-10%[57.1 µM],0%,5%,18%
Cc1nnc(SCC(=O)N2CC(C)OC(C)C2)n1-c1ccccc1 (stereo unspecified),-8%,4%,-9%,-1%,6%,4%,5%,3%,6%
CS(=O)(=O)N(CC(=O)NC1CCCC1)c1cccc(F)c1,-15%,36%[activator],.,0%,7%,20%,.,-13%,15%
O=C(Cc1ccccc1)N/N=C/c1ccc(Cl)cc1Cl,-6%,13%,-4%,24%,-1%,25%,4%,-6%,8%
CCN(CC)CCCOc1ccc(Cl)c(Cl)c1,0.89µM*,-49%,-3%,?,6%,5%,15%,-1%,-19%
Cc1cccc(NC(=O)COC(=O)CSc2ccccc2)c1C,-10%,23%,-10%,1%,3%,13%,8%,0%,9%
CC(NC(=O)Cn1nc(C(F)(F)F)c2c1CCC2)c1ccccc1 (stereo unspecified),20%,30%,-5%,483%[activator],9%,1%[57.1 µM],-9%,1%,-52%
COc1ccc(-c2noc(N3CCN(c4ccc(Cl)cc4)CC3)n2)cc1OC,-7%,40%[activator],-1%,-27%,-2%,17%,-4%,?,-3%
COc1ccc(CCNC(=O)CCC(=O)N2CCN(S(=O)(=O)c3ccc(Cl)cc3)CC2)cc1OC,9%,27%,i,-5%,3%,13%,6%,2%,-28%

# The list goes on:
SMILES,JMJD2A Tudor inh,HP1b chromo inh,PGK inhibitor,12-LOX inh,GLS inh,TrxR1 inh,ERG Ets-DNA blk,Pin1 inh,RGS4 inhibitor
COC(=O)Cn1cc(/C=N/NC(=O)COc2cccc3cccnc23)c2ccccc21,-20%,15%,-1%,-21%,2%,0%,0%,-2%,?
Cc1ccc(NC(=O)c2ccc3[nH]c(C)cc(=O)c3c2)cc1,-6%,21%,1%,-16%,-14%,-14%,3%,-7%,30%
O=C(COC(=O)c1ccc(NS(=O)(=O)c2cccs2)cc1)Nc1nc2c(F)c(F)c(F)cc2s1,-30%,-8%,-7%,.,10%,12%[57.1 µM],0%,?,?
CCN(CC)S(=O)(=O)c1cccc(C(=O)OCC(=O)NCc2ccccc2OC)c1,-4%,20%,4%,6%,7%,11%[57.1 µM],-1%,-4%,-4%
NC(=O)COc1ccc2c3c(c(=O)oc2c1)CCCCC3,7%,40%,i,-7%,1%,-18%,-7%,2%,6%
Cc1ccc2nc(Cl)c3cc(C(=O)N(C)C4CCCCC4)sc3c2c1,-2%,35%,5%,-4%,0%,-2%,2%,-2%,10%
COc1ccc(Cl)cc1S(=O)(=O)N1CCC(C(=O)NC2CCCC2)CC1,4%,54%[activator],-14%,243%[activator],-5%,14%,-13%,-3%,-5%
CC(=O)N1CCN(C(=O)c2ccc(S(=O)(=O)Nc3cccc(C(F)(F)F)c3)cc2)CC1,-3%,27%,i,-28%,-13%,14%[57.1 µM],-14%,-5%,-7%
CCN1CCN(S(=O)(=O)c2ccc(Cl)c(C(=O)NC3CC3)c2)CC1,-4%,34%,i,424%[activator],-4%,-24%,28%,-7%,-22%
Cc1ccc(S(=O)(=O)NCC(c2ccc3c(c2)OCO3)N2CCOCC2)cc1 (stereo unspecified),-6%,27%,18%,-8%,-5%,27%,-5%,-6%,11%
O=C1O[C@H](CO)[C@@H](O)[C@H](O)[C@H]1O,-17%,23%,0%,2%,-1%,31%,12%,-7%,28%
Cc1cccc(N(CC(O)CON=C2c3ccccc3-c3ccccc32)S(C)(=O)=O)c1 (stereo unspecified),-15%,15%,-3%,-1%,14%,21%,.,11%,-12%
CCN(CC)C(=O)c1ccc(COc2ccccc2Cl)cc1,-3%,30%,1%,-1%,4%,12%,-2%,-4%,9%
COc1ccccc1CNC(=O)[C@@H]1CCCN1C(=O)C1CCN(S(=O)(=O)c2ccc(C)cc2)CC1,-6%,13%,-14%,-11%,11%,27%,6%,-15%,?

# An excerpt of these results, bar-delimited:
smiles | JMJD2A Tudor inh | HP1b chromo inh | PGK inhibitor | 12-LOX inh | GLS inh | TrxR1 inh | ERG Ets-DNA blk | Pin1 inh | RGS4 inhibitor
NC(=O)COc1ccc2c3c(c(=O)oc2c1)CCCCC3 | 7% | 40% | i | -7% | 1% | -18% | -7% | 2% | 6%
Cc1ccc2nc(Cl)c3cc(C(=O)N(C)C4CCCCC4)sc3c2c1 | -2% | 35% | 5% | -4% | 0% | -2% | 2% | -2% | 10%
COc1ccc(Cl)cc1S(=O)(=O)N1CCC(C(=O)NC2CCCC2)CC1 | 4% | 54%[activator] | -14% | 243%[activator] | -5% | 14% | -13% | -3% | -5%
CC(=O)N1CCN(C(=O)c2ccc(S(=O)(=O)Nc3cccc(C(F)(F)F)c3)cc2)CC1 | -3% | 27% | i | -28% | -13% | 14%[57.1 µM] | -14% | -5% | -7%
CCN1CCN(S(=O)(=O)c2ccc(Cl)c(C(=O)NC3CC3)c2)CC1 | -4% | 34% | i | 424%[activator] | -4% | -24% | 28% | -7% | -22%
Cc1ccc(S(=O)(=O)NCC(c2ccc3c(c2)OCO3)N2CCOCC2)cc1 (stereo unspecified) | -6% | 27% | 18% | -8% | -5% | 27% | -5% | -6% | 11%
O=C1O[C@H](CO)[C@@H](O)[C@H](O)[C@H]1O | -17% | 23% | 0% | 2% | -1% | 31% | 12% | -7% | 28%
Cc1cccc(N(CC(O)CON=C2c3ccccc3-c3ccccc32)S(C)(=O)=O)c1 (stereo unspecified) | -15% | 15% | -3% | -1% | 14% | 21% | . | 11% | -12%

# Screens from PubChem.

# The list is partial; count on the stated rates, not on these rows.
